VHR inh color: inhibitors of human VHR1 phosphatase (DUSP3). P51452. recombinant VHR phosphatase, colorimetric substrate read-out. inhibition, % at 20 µM. hit rate 0.7% among 50,000; in the data active = inhibition above about 60%; note: some results filed as inactive read as strong as hits
Target sequence (P51452 whole entry, looked up): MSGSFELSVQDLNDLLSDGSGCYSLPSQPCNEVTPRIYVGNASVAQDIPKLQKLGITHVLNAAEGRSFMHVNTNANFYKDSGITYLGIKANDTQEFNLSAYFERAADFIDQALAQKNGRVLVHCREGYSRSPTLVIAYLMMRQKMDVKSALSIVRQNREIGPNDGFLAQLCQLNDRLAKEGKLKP
* hit, by the source's call. An excerpt. The share of hits here may be higher or lower than overall.

SMILES	VHR inh color
CC(C)OC(=O)c1c(-c2ccc(Cl)cc2Cl)csc1NC(=O)/C=C/C(=O)O	-5.5
Cc1cc(C)n2c(SCCO)nnc2n1	-5.7
O=C(NCCN1CCNCC1)C(=O)Nc1ccc(Br)cc1	-13.6
Cc1ccc(C(O)(C(=O)N=c2ccccn2O)c2ccc(C)cc2)cc1	12.1
Cc1ccc(-n2c(C)nc3ccccc3c2=O)cc1Cl	8.8
C=CCN1C(=O)/C(=C\C=C\c2ccc(N(C)C)cc2)SC1=S	-15.5
CCCNC(=O)n1ccc(C(=O)N2CCOCC2)n1	-6.9
Cc1c(OCC(N)=O)ccc2c1oc(=O)c1ccccc12	-0.8
COc1ccc(CCNC(=O)COc2cccc3ccccc23)cc1	-4.6
O=C(CSc1nnc2c(n1)[nH]c1ccccc12)Nc1ccccc1	5.9
CN(C)CCNC(=O)COc1ccc(C23CC4CC(CC(C4)C2)C3)cc1	3.5
COc1cccc(NC(=O)C2C3/C=C\CCCCC32)c1 (stereo unspecified)	54.6
COc1ccc(-c2cc(C(=O)Nc3cccc(C(C)=O)c3)c3ccccc3n2)cc1OC	-8.7
O=C(Nc1ccc(Br)cc1)c1cc2ccccc2o1	-19.0
O=C1NC(=O)N(c2ccc(Cl)cc2)C(=O)/C1=C/c1ccsc1	-6.6
CCOc1cc(/C=N/NC(=O)Cc2cccc3ccccc23)cc(I)c1O	-12.3
CC(C)NC(=O)C1CC(=O)N(c2ccc(Br)cc2)C1 (stereo unspecified)	-11.3
O=C1NC(=S)S/C1=C\c1ccc(Oc2ccc([N+](=O)[O-])cn2)cc1	-0.8
O=C(Nc1ccccn1)[C@@H]1C2C=CC(C2)[C@@H]1C(=O)O (stereo partly specified)	13.4
O=S(=O)(c1cccc2ccccc12)n1cnc2ccccc21	-46.2
CC1=Nc2ccccc2/C1=C\c1c(O)n(-c2ccccc2)c(=O)[nH]c1=O	-5.6
CCOc1ccc(/C=C(/NC(=O)c2cccc(Br)c2)C(=O)N2CCCC2)cc1	-2.6
CCCCCCCNC1CC(=O)N(c2ccc(Br)cc2)C1=O (stereo unspecified)	-0.6
CCOc1ccc(/C=C(\C#N)C(=O)NCc2ccco2)cc1OC	-8.4
COc1ccc(CCNC(=O)CCN2C(=O)c3ccccc3C2=O)cc1OC	0.1
O=C(NCCOc1ccccc1)c1ccccc1C(F)(F)F	-24.5
CCOc1cc(/C=N/n2cnnc2)cc(Br)c1OCCOc1ccc(C(C)CC)cc1 (stereo unspecified)	-1.7
COc1ccc(Br)cc1CN1CCN(Cc2cccn2C)CC1	41.6
Cc1ccc2nc(N3CCOCC3)c(C=O)c(=O)n2c1	4.6
Cc1ccsc1/C=C1\C(=O)NC(=O)N(c2ccc(Cl)cc2)C1=O	43.4
COc1cccc(C(=O)N2CCN(c3ccccn3)CC2)c1	5.6
COc1cc(C2/C(=C(\O)c3ccccc3)C(=O)C(=O)N2c2ccccn2)ccc1O (stereo unspecified)	-16.8
CCOc1ccccc1/C=C1/C(=O)NN(c2ccc(I)cc2)C1=O	11.0
COc1ccc(C2NC(=S)NC(C)=C2C(=O)Nc2ccccc2)c(OC)c1 (stereo unspecified)	5.8
CC(C)n1nc(CC(=O)O)c2ccccc2c1=O	-5.2
CCCn1c2ccccc2c2nnc(SC(CC)C(=O)Nc3ccc(Cl)cn3)nc21 (stereo unspecified)	0.3
C(=N\Nc1nn[nH]n1)/c1ccc2c(c1)OCO2	-16.5
COc1cccc(-n2c(O)c(C(c3ccccn3)c3c(O)n(-c4cccc(OC)c4)c(=O)[nH]c3=O)c(=O)[nH]c2=O)c1	-12.4
CCOc1ccc(/C=C(/NC(=O)c2ccc(C)cc2)C(=O)NCCO)cc1	-15.3
CCOc1ccc(N2C(=O)CSC23C(=O)Nc2ccccc23)cc1 (stereo unspecified)	-18.5
O=C(/C=C/c1ccc([N+](=O)[O-])o1)c1ccc(I)cc1	3.6
COc1ccccc1C(=O)N=Nc1c(O)n(C)c2ccccc12	11.1
O=C(c1ccc(F)cc1)N1CCN(c2ccc(Cl)cc2)CC1	0.8
O=C1NN(c2ccc(Cl)c(Cl)c2)C(=O)/C1=C/c1ccc(O)cc1O	5.5
O=C(NCc1cccnc1)c1ccc(-c2ccccc2)cc1	-8.3
CCOC(=O)CSCc1nc2c(c(=O)[nH]1)C1(CCCC1)Cc1ccccc1-2	-10.6
Cc1cccc(OCC(=O)Nc2ccc(OCc3ccccc3)cc2)c1C	-3.1
CCOc1ccccc1N1CCN(C(=O)c2ccncc2)CC1	-27.2
COC(=O)c1cc(OC)cc([N+](=O)[O-])c1	-1.5
CCc1c(C)sc(NC(=O)c2c(-c3ccccc3Cl)noc2C)c1C(N)=O	-12.8
O=c1cc(-c2ccccc2)c2ccc(OCc3ccccc3F)cc2o1	-27.7
Cc1ccc(-c2nc(N/N=C/c3ccncc3)c3ccccc3n2)cc1	-0.3
Cc1ccc2c(c1NC(=O)c1ccc(-c3ccccc3)cc1)C(=O)c1ccccc1C2=O	-6.0
COc1ccc(C2/C(=C(\O)c3ccc(Cl)cc3)C(=O)C(=O)N2c2cccnc2)cc1 (stereo unspecified)	0.1
COc1ccccc1C(=O)Nc1nc(-c2ccc(Br)cc2)cs1	-30.9
Cc1ccc(OCC(=O)Nc2cc(C)cc(C)c2)cc1	-4.3
CCCOC(=O)c1c(NC(=O)c2ccccc2OC)sc2c1CCC(C)C2 (stereo unspecified)	51.0
O=C(/C=C/NNC(=O)c1ccccc1)c1ccc(Br)cc1	-8.2
COC(=O)c1ccccc1NC(=O)c1ccc[n+]([O-])c1	10.4
CCc1cc(C(=O)N/N=C/c2ccc(OC)c(O)c2)c2ccccc2n1	-7.3

Other results:
SMILES	VHR inh color
COc1ccc2nc(NC(=O)COc3ccccc3Cl)sc2c1	-11.1
CCOC(=O)c1c(OS(=O)(=O)c2ccc(C)cc2)c(C=O)n(C)c1C	-11.5
COc1ccc(-n2c(SCC(=O)N3CCCCC3)nc(O)c(Cc3ccccc3)c2=O)cc1	13.3
Cc1cc(C=C2C(=O)NC(=S)NC2=O)c(C)n1-c1ccccc1	-18.6
O=C(O)C1CCCCC1C(=O)Nc1nc(-c2ccc(Cl)cc2Cl)cs1 (stereo unspecified)	13.9
Cc1ccc(CNC(=O)C(=O)NCc2ccc3c(c2)OCO3)cc1	-22.4
O=C1CC(c2ccc(Cl)cc2)CC2=C1C(c1ccccc1C(F)(F)F)Nc1ccccc1N2 (stereo unspecified)	-21.9
Cc1cccc(NC(=O)C2C(c3ccccc3)C2(Cl)Cl)c1C (stereo unspecified)	-10.9
Cc1cccc(C(=O)NNC(=O)c2ccco2)c1O	22.0
CN(C)c1cccc(C(=O)Nc2cccc(Br)c2)c1	2.5
Cc1cc(C)n(-c2cc(Nc3cccc(F)c3)ncn2)n1	5.3
O=C(Nc1cccnc1)c1ccc(-c2cccc(Cl)c2)o1	2.2
O=C(NC(=S)Nc1ccc(F)cc1)c1ccc(Cl)cc1	-9.8
COC(=O)c1cc(NC(=O)c2ccc(OC)cc2)cc(C(=O)OC)c1	-2.8
Cc1ccc(-c2nnc(-c3ccc4c(c3)OCO4)o2)cc1	-15.9
CCOC(=O)c1c(NC(=O)COc2cccc(C)c2C)sc2c1CCC2	0.6
O=C1c2ccccc2-c2onc3ccc(Cl)c1c23	36.7
COc1ccccc1NC(=O)CN(c1ccc(C)cc1)S(=O)(=O)c1ccc(SC)cc1	-21.0
COc1ccc(Nc2ncnc3ccc(C)cc23)cc1	-10.6
CCC(CC)NCc1ccc2c(c1)c1ccccc1n2CC	-33.6
C/C(=N\NC(=O)c1n[nH]c2c1CCC2)c1ccc(N)cc1	4.1
CC1CC(Nc2ccccc2)c2ccccc2N1C(=O)Cc1cccc2ccccc12 (stereo unspecified)	5.3
O=[N+]([O-])c1cccc(-c2nnc(-c3cccc(S(=O)(=O)N4CCOCC4)c3)o2)c1	2.5
Cc1ccc(C(=O)Nc2ccc(NC(=O)c3ccccc3)cc2)cc1S(=O)(=O)N1CCCCC1	-14.7
O=C(Nc1ccccc1)C1CC(=O)N(c2ccc(Br)cc2)C1 (stereo unspecified)	3.6
COCCOC(=O)c1ccc(NC(=O)COc2ccccc2C)cc1	-6.2
O=C(Nc1cccc(-c2nc3ccccc3s2)c1)c1ccc(-c2ccc([N+](=O)[O-])cc2)o1	0.7
Cc1ccc(C(=O)Nc2ccc(-c3nc4ncccc4o3)cc2)cc1C	-24.8
CC(C)CNC(=O)CN(c1cccc(C(F)(F)F)c1)S(C)(=O)=O	0.9
Cc1ccc(S(=O)(=O)Nc2c(C)cc(O)c(S(=O)(=O)c3ccc(C)cc3)c2C)cc1	-47.2

3 entries out of the list, arranged by SMILES length, highest first:
SMILES	VHR inh color
CC1CC(Nc2ccccc2)c2ccccc2N1C(=O)Cc1cccc2ccccc12 (stereo unspecified)	5.3
COCCOC(=O)c1ccc(NC(=O)COc2ccccc2C)cc1	-6.2
COc1ccc(Nc2ncnc3ccc(C)cc23)cc1	-10.6

Next part:
SMILES	VHR inh color
CCCOc1ccc(C(=O)Nc2ccc(-c3nc4ccccc4o3)c(O)c2)cc1	-5.1
O=C(Nc1ccccc1C(=O)NC(Cc1c[nH]c2ccccc12)C(=O)O)c1ccco1 (stereo unspecified)	-8.9
CCCC(C)NS(=O)(=O)c1ccc(NC(C)=O)cc1 (stereo unspecified)	-13.0
COC(=O)c1ccccc1NC(=O)c1cc(=O)[nH]c2ccccc12	0.4
COCCNC(=O)C(=O)Nc1cccc2ccccc12	-0.1
CCOC(=O)C1=C(C)N=c2s/c(=C\c3cc(OC)c(O)c(OC)c3)c(=O)n2C1c1ccccc1 (stereo unspecified)	35.5
Cc1cc(Cl)ccc1OCC(=O)N1CCN(c2ccccc2)CC1	4.6
CC1CN(S(=O)(=O)c2ccccc2[N+](=O)[O-])CC(C)O1 (stereo unspecified)	3.1
O=C(O)c1cc(NC(=O)c2ccc3c(c2)C(=O)N(C2CCCCC2)C3=O)cc(C(=O)O)c1	-20.1
S=c1oc(-c2ccccc2Cl)nn1CNc1ccccc1Cl	0.2
Cc1ccc(C(C)(C)C)c(OCC(=O)Nc2ccc(C(=O)O)cc2)c1	-8.3
O=C(COc1ccc(Cl)cc1Cl)NS(=O)(=O)c1ccccc1	19.6
CCOC(=O)C(C)Oc1cc2oc(=O)cc(-c3ccccc3)c2cc1CC (stereo unspecified)	-4.1
O=C1NC(=O)/C(=C\c2cc(Br)ccc2OCc2ccc(F)cc2)S1	15.4
CCn1cc(C(=O)O)c(=O)c2cc([N+](=O)[O-])ccc21	3.4

6 entries picked at random from those above, as already listed:
SMILES	VHR inh color
CCCOc1ccc(C(=O)Nc2ccc(-c3nc4ccccc4o3)c(O)c2)cc1	-5.1
O=C1NC(=O)/C(=C\c2cc(Br)ccc2OCc2ccc(F)cc2)S1	15.4
Cc1ccc(C(C)(C)C)c(OCC(=O)Nc2ccc(C(=O)O)cc2)c1	-8.3
CCOC(=O)C1=C(C)N=c2s/c(=C\c3cc(OC)c(O)c(OC)c3)c(=O)n2C1c1ccccc1 (stereo unspecified)	35.5
CCOC(=O)C(C)Oc1cc2oc(=O)cc(-c3ccccc3)c2cc1CC (stereo unspecified)	-4.1
COCCNC(=O)C(=O)Nc1cccc2ccccc12	-0.1

(cont.)
SMILES	VHR inh color
C/C(=N/NC(=O)c1sc2cc(F)ccc2c1Cl)c1cccs1	-0.2
CCn1c2ccccc2c2cc(NC(=O)Cc3cccs3)ccc21	9.1
CCCSc1nnc2c(n1)[nH]c1c(C)cccc12	-5.6
COc1ccc(S(=O)(=O)NCCc2ccccc2)cc1	-12.4
Cc1cccc(N2C(=O)CC(n3c(C)nc4ccccc43)C2=O)c1 (stereo unspecified)	3.7
CCN(CC)c1ccc(/C=C2/C(=O)NN(c3ccccc3)C2=O)cc1	-30.7
COCCN1C(=O)C(=O)/C(=C(/O)c2ccccc2)C1c1ccccc1OC (stereo unspecified)	-10.5
Cc1cccc(C(=O)O/N=C(\N)c2ccc(Cl)cc2)c1	2.1
CNC(=O)C(=O)Nc1ccc(Oc2ccccc2)cc1	4.1
COc1ccc(/C=C(\NC(=O)c2ccccc2Br)C(=O)O)cc1	-20.1
COc1ccc(N2C(=O)NC(=O)/C(=C/c3cccc(OCCOc4ccccc4)c3)C2=O)cc1	-11.1
O=C(COC(=O)c1ccccc1NC(=O)c1ccccc1)c1ccc(Br)cc1	3.2
CCOC(=O)c1c(C)n(CCc2ccc(OC)c(OC)c2)c2ccc(OC)cc12	20.7
CC1=C(C(=O)Nc2cc(Cl)ccc2C)C(c2ccc(Br)cc2)NC(=O)N1 (stereo unspecified)	-0.2
CC(C)(C)C(=O)Nc1oc(-c2ccccc2)c(-c2ccccc2)c1C#N	4.0

Exported with bars between the fields: entries from further up
canonical_smiles | VHR inh color
CCOC(=O)c1c(C)n(CCc2ccc(OC)c(OC)c2)c2ccc(OC)cc12 | 20.7
CNC(=O)C(=O)Nc1ccc(Oc2ccccc2)cc1 | 4.1
Cc1cccc(N2C(=O)CC(n3c(C)nc4ccccc43)C2=O)c1 (stereo unspecified) | 3.7
COc1ccc(N2C(=O)NC(=O)/C(=C/c3cccc(OCCOc4ccccc4)c3)C2=O)cc1 | -11.1
CCCSc1nnc2c(n1)[nH]c1c(C)cccc12 | -5.6
CCn1c2ccccc2c2cc(NC(=O)Cc3cccs3)ccc21 | 9.1

New compounds follow:
SMILES	VHR inh color
CCCCCCCCCCCCNC1CC(=O)NC1=O (stereo unspecified)	-7.3
CCCC1=C(C(=O)OCC)C(c2ccc(OC)c(OC)c2)NC(=O)N1 (stereo unspecified)	-21.9
COc1ccc(-n2c(=O)c3c4c(sc3n3c(=S)[nH]nc23)COC(C)(C)C4)cc1	6.8
COc1ccc(Cl)cc1C(=O)Nc1ccccc1Br	4.7
O=C(NCCCN1CCOCC1)c1cc([N+](=O)[O-])cc([N+](=O)[O-])c1	-18.4
NNC(=O)c1ccc(NS(=O)(=O)c2ccccc2)cc1	-0.3
Cc1ccc(S(=O)(=O)Oc2ccc(/C=C3\SC(N)=NC3=O)cc2Br)cc1	-0.4
O=C(CSc1nc2ccccc2[nH]1)c1ccc2c(c1)Cc1ccccc1-2	-12.7
O=C(Cn1nnc(-c2ccccc2)n1)Nc1ccccc1[N+](=O)[O-]	-23.6
Cc1c(Cl)c([N+](=O)[O-])nn1CC(=O)N1CCCC1	-4.4
CS(=O)(=O)N(Cc1ccc(C(=O)NCCSc2ccccc2)cc1)c1ccccc1	-15.9
